# aSyn rescue: qHTS of alpha-syn Inhibitors; Potency, µM (series often up to 46.1 µM), for the others: at the highest dose growth rescue (activation), most hits filed as activators; Yeast expressing alpha-synuclein, growth rescue, BacTiter-Glo, 24 h; actives 0.14% (n = 370,000); further: potency means the concentration at half of the fitted maximal effect; % of control where 0% means no effect; nearly all actives have a fitted effect of over 65% in size
#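 Readout is rescue of growth in alpha-synuclein-expressing yeast, so inhibitors of toxicity appear as activators. Growth after 24 hr at 30 deg C in galactose medium is quantified by luminescence.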
# PTHR1 ag: qHTS for PTHR1 Agonists: Primary Screen | Parathyroid hormone/parathyroid hormone-related peptide receptor (Homo sapiens), Q03431 | HEK293 GP2 PTHR1 cells, GloSensor cAMP luminescence, 1 h | Potency, µM (doses to about 115 µM), for inactives: top-dose activation, usual class: activators | actives 0.075% (n = 410,000) | AID 743266, 2014; further: potency means the concentration at half of the fitted maximal effect; nearly all actives have a fitted effect of over 55% in size; some results filed as inactive show a strong effect at the top dose; inactives centre near -15; many of its hits are not listed in these tables
#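 HEK-293-derived GP2 cells expressing PTHR1 and a GloSensor cAMP reporter, 3,000/well, plated overnight, given luciferin plus IBMX (each 0.5 mM as added) for 1 h at 37 °C, then compound for 1 h at 37 °C. Luminescence was read after 15 min at room temperature.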
# GLP1R inv ag: qHTS of GLP-1 Receptor Inverse Agonists (Inhibition Mode); AID 624417, 2012; HEK293 GLP-1R CRE-luciferase, luminescence, 24 h; GLP-1R form is constitutively active; Potency, µM (doses to about 38.3 µM), inactives show top-dose activity change, negative = inhibition, actives largely listed as inhibitors; Glucagon-like peptide 1 receptor (Homo sapiens), P43220; actives 1.6% (n = 410,000); further: potency means the concentration at half of the fitted maximal effect; on the % scale 0 is the no-effect control and ±100 the full control effect; nearly all actives have a fitted effect of over 55% in size
# Target sequence (P43220 whole entry, looked up): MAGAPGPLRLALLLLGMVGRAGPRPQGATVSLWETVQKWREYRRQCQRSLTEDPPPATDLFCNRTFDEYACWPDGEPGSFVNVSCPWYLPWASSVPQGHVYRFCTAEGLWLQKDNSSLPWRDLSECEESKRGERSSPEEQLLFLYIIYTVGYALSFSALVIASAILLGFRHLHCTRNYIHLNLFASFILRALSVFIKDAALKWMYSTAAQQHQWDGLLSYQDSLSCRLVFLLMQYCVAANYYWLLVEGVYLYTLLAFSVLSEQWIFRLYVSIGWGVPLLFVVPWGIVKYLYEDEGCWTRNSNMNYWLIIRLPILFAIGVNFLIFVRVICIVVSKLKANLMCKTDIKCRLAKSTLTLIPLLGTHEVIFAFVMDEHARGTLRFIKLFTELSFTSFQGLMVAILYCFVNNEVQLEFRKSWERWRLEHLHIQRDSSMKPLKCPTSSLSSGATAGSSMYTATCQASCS
#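 Seeding at 200 cells/uL, 12 h culture, 24 hr compound treatment, then luciferase reagent and a luminescence read; cells are HEK293 stably expressing a constitutively active GLP-1R plus cAMP-responsive luciferase.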
# TDP43 rescue: qHTS of TDP-43 Inhibitors. TDP-43 expressing yeast growth rescue, BacTiter-Glo, 24 h. Potency, µM (titrated, usually from 46.1 µM), without a hit: top-dose growth rescue (activation), most hits filed as activators. actives 1.8% (n = 410,000). AID 652104, 2013; further: potency means the concentration at half of the fitted maximal effect; % of control where 0% means no effect; nearly all actives have a fitted effect of over 50% in size
#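 Galactose-induced TDP-43 yeast, OD600=0.02, compound pinned; 24 hr, 30 deg C; BacTiter-Glo luminescence for growth. Inhibitors of TDP-43 toxicity read as activators.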
# pAkt inh: HTS Assay for Inhibitors of Akt Phophorylation: Primary Screen | actives 0.32% (n = 360,000) | activity change, % for hits at 50 µM | Neuro2A IGF-stimulated pAkt S473 HTRF, 20 min; active compounds read low; in the data active means activity change below about -80%; inconclusive means mostly about -51% to -80%; further: on the % scale 0 is the no-effect control and ±100 the full control effect
#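 Neuro2A cells (4,500/well, DMEM with 0.5% FBS) were treated with compound at a single 50 µM final concentration, stimulated with 6 nM IGF for 20 min at 37 °C, and lysed. Phospho-Akt Ser473 was read by HTRF as 665/615 ratio ×10^4.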
# GLP1R ag: qHTS of GLP-1 Receptor Agonists | Potency, µM (top dose mostly 45.6 µM), inactives show top-dose activation, hits mostly activators | HEK293 GLP-1R CRE-luciferase, luminescence, 4-6 h; cells express a hypersensitive GLP-1R form | Glucagon-like peptide 1 receptor (Homo sapiens), P43220 | actives 0.007% (n = 380,000); further: potency means the concentration at half of the fitted maximal effect; % of control where 0% means no effect
# FUS suppressor: qHTS for Suppressors of FUS Proteinopathy: Primary screen using FUS-linked yeast assay. Potency, µM (titrated, usually from 76.6 µM), inactives show at the highest dose growth rescue (activation), actives largely listed as activators. S. cerevisiae FUS-expressing, growth rescue, OD600, 24 h. AID 1347120, 2019. actives 0.24% (n = 390,000);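 further: potency means the concentration at half of the fitted maximal effect; plate controls were DMSO vehicle for no effect and reference control for full effect; nearly all actives have a fitted effect of over 55% in size; some results filed as inactive show a strong effect at the top dose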
#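 Yeast expressing FUS under galactose induction, OD 0.005 in 2% galactose medium; compounds in a dilution series, 24 h at 30C. Growth rescue by absorbance at 600 nm; CP55940 positive control, DMSO negative.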
# Abeta yeast res: qHTS for compounds that reverse cellular toxicity of Amyloid beta (A-beta) peptide in yeast: Primary Screen; yeast expressing A-beta42, growth rescue, OD600, 48 h; response scale: 0% DMSO, 100% iron-clioquinol control; Potency, µM (titrated, usually from 46.1 µM), for inactives: at the highest dose growth rescue, actives largely listed as activators; actives 0.063% (n = 410,000); AID 1347071, 2019; further: potency means the concentration at half of the fitted maximal effect; nearly all actives have a fitted effect of over 55% in size
#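 Growth rescue measured by 600 nm absorbance after 48 h yeast culture at 30 C with compound. Values normalized between DMSO and an equimolar ferric chloride plus clioquinol control.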
# DRD3 antagonist: qHTS of D3 Dopamine Receptor Antagonist: qHTS; D3R cells, DiscoveRx beta-arrestin luminescence, antagonist mode; active compounds read low; D(3) dopamine receptor (Homo sapiens), P35462; max response, negative = inhibition, %; actives 2.5% (n = 360,000); AID 652054, 2013; in the data active means max response below about -50%; inconclusive means no clear call, values can overlap the other calls; further: on the % scale 0 is the no-effect control and ±100 the full control effect; mostly tested at two doses, the higher about 12 µM
# Target sequence (P35462 whole entry, looked up): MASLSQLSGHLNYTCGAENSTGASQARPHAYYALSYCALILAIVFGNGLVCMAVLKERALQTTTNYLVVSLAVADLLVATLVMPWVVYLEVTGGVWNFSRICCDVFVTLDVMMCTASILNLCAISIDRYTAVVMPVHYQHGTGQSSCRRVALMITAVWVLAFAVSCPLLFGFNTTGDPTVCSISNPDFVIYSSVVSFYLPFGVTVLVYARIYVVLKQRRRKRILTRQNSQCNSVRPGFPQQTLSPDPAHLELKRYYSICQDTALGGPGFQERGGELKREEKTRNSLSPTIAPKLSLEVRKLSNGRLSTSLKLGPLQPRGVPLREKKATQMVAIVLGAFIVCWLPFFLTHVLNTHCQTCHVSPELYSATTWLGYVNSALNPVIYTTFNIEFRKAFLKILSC
#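 Cells expressing the human receptor were seeded at 1500 cells/well, incubated overnight at 37 degrees C in 5% CO2, then exposed to library compounds with dopamine controls for 90 minutes at 37 degrees C before luminescent detection.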
# * hit, by the source's call; i = inactive; ? = inconclusive; . = no result given; & = joins results of further samples; [ ] = remark or other dose. Unless noted, the call rests on the fitted dose curve; in most records, active means well fitted curve in the direction sought with a large enough effect; inconclusive means small, poorly fitted or top-dose-only effect, or another doubt; inactive means no such curve, though single readings can be large; an effect the other way counts as inactive or inconclusive. Not all compounds are listed, so the mix of outcomes need not match the whole.
SMILES,aSyn rescue,PTHR1 ag,GLP1R inv ag,TDP43 rescue,pAkt inh,GLP1R ag,FUS suppressor,Abeta yeast res,DRD3 antagonist
Cc1cc(NC(=O)C(C)C)cc(-c2nc3ncccc3o2)c1O,.,-8.2%,0.4%,6.2%,.,0.2%,14.6%,-11.1%,.
Cc1cccc(NCC(=O)N/N=C/c2cccc(Br)c2)c1,8.8%,-23.0%,-14.9%,4.5%,i,11.9%,-8.9%,1.2%,-12.2
CCCC1NC(=O)c2cc3ccccc3cc2-n2c1nc1ccc(F)cc1c2=O (stereo unspecified),21.7%,-68.8%[inhibitor],3.0%,16.1%,i,18.4%,29.3%,-1.2%,-9.6
COc1ccc(OC)c(-n2c(=S)[nH]c3cc(C(=O)N4CCC(C(N)=O)CC4)ccc3c2=O)c1,-0.5%,-0.1%[57.5 µM],5.2%,6.3%,i,-2.1%,-5.1%,6.6%,?
COc1ccc(CNC(=O)c2ccc(-c3cccnc3)c3ccoc23)cc1OC,2.0%,-2.5%,24.1%,0.0%,i,12.0%,2.6%,-7.7%,57.4
CCOc1ccc(C(=O)NCCCCNC(=O)c2ccc(OCC)cc2)cc1,0.1%,i,3.2%,7.6%,i,0.7%,-5.4%,11.3%,-3.8
O=C1C(c2ccc(F)cc2)N(CCc2ccc(Cl)cc2)C(=O)CN1C1CCCCC1 (stereo unspecified),.,i,1.3%,2.2%,.,.,17.0%,5.5%,.
COC(=O)c1c(-c2ccccc2Cl)noc1/C=C/N(C)C,-22.5%,-4.3%,?,27.4%,i,-6.6%,44.2%,-38.7%[inhibitor],-10.8
COc1ccc([N+](=O)[O-])cc1N(CC(=O)NC1CCCCC1)S(C)(=O)=O,0.2%,-2.6%,1.5%,-3.9%,i,-1.2%,16.9%,-2.3%,15.8
CCOC(=O)N1CCN(CCC(=O)Nc2cc(C)ccc2C)CC1,1.5%,-23.1%,-7.2%&2.3%,13.5%&18.3%,i,-5.9%,-10.2%&7.9%,-5.9%&-0.6%,-2.2
COc1ccc(CN(Cc2ccco2)c2cnc(S(C)(=O)=O)nc2C(=O)Nc2ccc(F)cc2)cc1,.,-29.3%,?,0.0%,.,.,0.1%,15.3%,.
O=C(NN/C(=N/S(=O)(=O)c1ccc(Cl)cc1)c1ccccc1)c1cccc(Cl)c1,-11.8%,-45.8%[inhibitor],19.2%,?,i,-0.8%,-8.7%,-20.3%,3.2
Cc1nc(N2CCOCC2)nc(N2CCCCC2C)c1[N+](=O)[O-] (stereo unspecified),-10.6%,i,12.9%,20µM*,i,22.2%,4.0%,0.4%,3.5
COc1ccc(C2SCCN2C(=O)c2ccc([N+](=O)[O-])cc2)cc1 (stereo unspecified),-4.2%,i,1.0%,-5.0%,i,0.8%,3.6%,-30.5%,-0.7
CCCCCCc1nc2ccccc2c(=O)n1NC(=O)c1c(O)c2c(n(CC(C)C)c1=O)CCCC2,-0.3%,-57.3%[inhibitor],-2.8%,-5.0%,i,-7.8%,4.6%,-2.2%,-3.0
Cc1cccc(C(=O)NCCc2n[nH]c(=S)n2C)c1,-7.1%,i,4.1%,21.5%,i,-2.2%,.,-4.5%,2.8
C=CCNC(=O)C(=O)Nc1ccc2c(c1)N(S(=O)(=O)c1cccs1)CCC2,4.1%,-13.7%,?,?,i,0.1%,16.5%,1.5%,-17.0
COc1cccc(C(c2sc3nc(-c4ccco4)nn3c2O)N2CCC(O)CC2)c1 (stereo unspecified),.,-12.5%,16.4%,19.6%,.,.,-4.3%,0.7%,.
CN(CCc1cn[nH]c1)Cc1nc(C(c2ccccc2)c2ccccc2)no1,-8.7%,-9.2%,?,-12.9%,i,13.7%,18.3%,-10.4%,-14.7
O=C(NCc1ccc(Cl)cc1)C1=Cc2cc(Cl)ccc2OC1,-1.2%,-28.7%,-6.5%,1.8%,i,-4.6%,10.7%,-31.8%,-18.5
O=C(Nc1ccccc1)c1cccnc1N1CCOCC1,-2.2%,-22.5%[57.5 µM],3.5%,-4.4%,i,-2.7%,0.9%,7.4%,0.0
COc1ccc(-c2csc3ncnc(N4CCN(c5ccccc5)CC4)c23)cc1,15.2%,-1.9%,?,11.2µM*,i,-0.6%,-8.6%,3.6%,22.5
CC(=O)/C(=N/Nc1ccccc1)N1CCOCC1,-3.2%,-12.4%[57.5 µM],0.0%,-8.9%,i,-3.4%,19.1%,5.9%,15.9
CN1C(=O)S/C(=C\c2ccc(-n3cncn3)cc2)C1=O,-8.0%,-41.2%[inhibitor],22.5%,20.9%,i,-3.1%,-22.8%,-1.1%,-2.2
O=C(CCN1C(=O)/C(=C\c2ccccc2Cl)SC1=S)Nc1cccnc1,0.9%,-54.5%[inhibitor],14.5%,24.3%,i,-22.4%,.,-1.8%,4.9

# By substructure, those above containing fluorine.
SMILES,aSyn rescue,PTHR1 ag,GLP1R inv ag,TDP43 rescue,pAkt inh,GLP1R ag,FUS suppressor,Abeta yeast res,DRD3 antagonist
CCCC1NC(=O)c2cc3ccccc3cc2-n2c1nc1ccc(F)cc1c2=O (stereo unspecified),21.7%,-68.8%[inhibitor],3.0%,16.1%,i,18.4%,29.3%,-1.2%,-9.6
O=C1C(c2ccc(F)cc2)N(CCc2ccc(Cl)cc2)C(=O)CN1C1CCCCC1 (stereo unspecified),.,i,1.3%,2.2%,.,.,17.0%,5.5%,.
COc1ccc(CN(Cc2ccco2)c2cnc(S(C)(=O)=O)nc2C(=O)Nc2ccc(F)cc2)cc1,.,-29.3%,?,0.0%,.,.,0.1%,15.3%,.

# (listing goes on)
SMILES,aSyn rescue,PTHR1 ag,GLP1R inv ag,TDP43 rescue,pAkt inh,GLP1R ag,FUS suppressor,Abeta yeast res,DRD3 antagonist
Cn1c(=O)n(C)c2cc(/C=N/NC(=O)c3ccc(Cl)cc3Cl)ccc21,14.1%,-6.4%[57.5 µM],84.2%[activator],23.0%,i,9.5%,3.9%,-7.9%,17.2
COc1ccc(NC(=O)C2Cc3c(-c4ccco4)ccnc3O2)cc1OC (stereo unspecified),1.4%,-82.5%[inhibitor],-27.0%,21.2%,i,2.9%,0.6%,-16.8%,13.4
Cn1cccc1/C=C1\SC(=O)N(c2ccc(O)cc2)C1=O,5.5%,-9.4%,5.5%,-29.1%,i,1.3%,.,-0.3%,6.1
COc1cccc(/C=C(/C#N)c2ccc(Cl)cc2)c1OCc1cccc(C(=O)O)c1,0.1%,-7.8%,?,3.5%,i,5.1%,4.8%,-3.3%,13.6
COCCCNC(=O)C1CCN(S(=O)(=O)N(CC(C)C)CC(C)C)CC1,7.2%,i,0.4%,-15.2%,i,-11.1%,19.4%,-14.8%,-11.8
CC(=O)c1ccc(N2CCN(C(=O)c3ccco3)C(C)C2)c(F)c1 (stereo unspecified),11.3%,i,?,0.0%,i,-1.4%,16.6%,-2.9%,5.6
CCCOC1CCCN(Cc2nc(-c3cnccn3)no2)C1 (stereo unspecified),4.6%,i,7.2%,-0.7%,i,-3.0%,-25.9%,3.7%,-8.4
O=C(CCc1nnc(CCCCc2ccccc2)o1)NC(c1cccnc1)C(F)(F)F (stereo unspecified),3.5%,-43.3%[inhibitor],?,16.6%,i,-1.1%,20.8%,24.1%,24.7
N#Cc1ccc(NC(=S)N2CCC3CC2c2cc(-c4ccc5c(c4)OCO5)ccc23)cc1 (stereo unspecified),9.0%,-23.4%,?,0.0%,i,0.8%,17.7%,-18.0%,5.6
CCCNC(=O)CCn1c(-c2ccc(C)cc2)cc(C(=O)OCC)c1C,-4.6%,-6.1%,?,?,i,12.3%,?,3.6%,6.6
Cc1ccccc1CN1CCc2cc([N+](=O)[O-])ccc21,-2.9%,-13.6%,?,25.3%,i,18.2%,17.0%,-16.1%,?
CCOC(=O)c1c(C)[nH]c(C(=O)COC(=O)/C=C/c2ccc(OC(F)F)cc2)c1C,-4.4%,i,3.0%,5.9%,i,-0.4%,.,-2.4%,0.1
CC1O[C@@H](OC2C(O)C(C)O[C@H](OC(=O)[C@]34CCC(C)(C)C[C@H]3C3=CCC5[C@@]6(C)CC(O)C(O[C@@H]7OC(CO)C(O)[C@@H](O)[C@@H]7O)[C@@](C)(C(=O)O)C6CC[C@@]5(C)[C@]3(CO)CC4)C2O[C@H]2OC(C)[C@@H](O[C@@H]3OCC(O[C@@H]4OC(CO)C(O)[C@H](O)C4O)[C@@H](O)[C@@H]3O)[C@H](O)C2O)C(O)C(O)C1O (stereo partly specified),-6.0%,i,18.6%,5.4%,i,-3.0%,?,3.5%,-15.1
CC(C)(C)OC(=O)C[C@H]1C/C=C\C[C@H](CC(=O)NCCO)C(=O)N[C@@H](c2ccccc2)COC1=O,-3.2%,i,2.3%,15.3%,i,1.6%,-0.4%,-6.8%,-23.1
O=C1SCCc2c1n(Cc1ccccc1)c1ccccc21,-0.9%,-16.3%[57.5 µM],?,-15.8%,i,1.3%,15.0%,4.9%,8.3
CCOc1cccc(-c2c(C(=O)N/N=C(\C)c3ccccn3)nnn2-c2nonc2N)c1,2.7%,-11.5%,?,3.4%,i,1.4%,18.0%,.,-19.2
CCCN(CCC)C(=S)NC1CC2C=CC1C2 (stereo unspecified),-9.4%,-4.3%,?,?,i,11.2%,1.3%,22.6%,-25.7
CCOC(=O)C1(CCOC)CCN(Cc2ccc3nonc3c2)CC1,-7.9%,-4.0%,-15.3%,-1.2%,i,-0.1%,-28.1%,-5.7%,?

# Compound activity as filed in PubChem BioAssay.
